Bioassay records: PubChem BioAssay, Broad Institute
PAX8 reporter = PAX8 transcriptional activity inhibition. RMG-I TPO-luciferase reporter, SteadyGlo, 24 h. inhibition, % at 12.6 µM. actives 1.2% (n = 360,000). AID 652154;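 active = mean replicate inhibition at least 60% with every replicate also reaching 60%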;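 note: luciferase light reporting Pax8 driven TPO promoter activity; plate controls were median of neutral control wells for no effect and mitoxantrone controls for full effect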
LGR2 inh = inhibitors of bursicon-induced Drosophila LGR2 receptor cAMP signaling; actives 0.35% (n = 380,000); AID 720647; HEK293 LGR2, CRE-luciferase, bursicon-stimulated, 4 h; inhibition, % at 9.99 µM;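 active = drop in luminescence signal, shown as inhibition above about 50% in the replicate tests, limit read from the data, passing the limit was not always enough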;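 note: agonist challenge used bursicon conditioned medium at about half maximal strength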
EWS-Fli inh = blocks EWS/Fli oncoprotein-driven transcription; actives 0.67% (n = 350,000); A673 NR0B1-luciferase reporter, viability-normalised; inhibition, % at 12.6 µM;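 active = mean inhibition of at least 50% after viability correction, with every replicate also passing that limit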;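 note: firefly luciferase signal divided by Alamar Blue viability fluorescence both relative to DMSO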
S100A4 MyoIIA = S100A4-myosin IIA interaction inhibition | actives 0.14% (n = 360,000) | AID 652163 | S100A4/TAMRA-MyoIIA peptide fluorescence polarization | P26447 | inhibition, % at 10.7 µM;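 active = mean inhibition of at least 70% across replicates, with every replicate also reaching that level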
Target sequence (P26447 whole entry, looked up): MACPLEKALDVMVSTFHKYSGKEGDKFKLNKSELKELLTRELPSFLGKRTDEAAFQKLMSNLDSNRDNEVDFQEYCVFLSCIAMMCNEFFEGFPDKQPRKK
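Assay system: human S100A4 monomer with TAMRA-labelled myosin IIA peptide / Buffer or medium: Calcium-containing HEPES buffer, pH 7.2 / Reagent: TAMRA-labelled myosin IIA heavy-chain peptide probe, 5 nM / Compound: one dose per compound / Timing: polarization read 5 min after assay mix addition, stable 5–60 min / Benchmarks: neutral control DMSO, positive control TFP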
FN deposit inh = fibronectin deposition inhibition; AH1F fibroblasts, Alexa488-fibronectin deposition fluorescence, overnight; inhibition, % at 12.6 µM; actives 0.086% (n = 350,000); AID 743247;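 active = mean inhibition across replicates of 30% or more, regardless of how many single replicates reach that level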;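 note: positive control wells lacked labelled fibronectin entirely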
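Material: AH1F fibroblast monolayer depositing Alexa488-labelled fibronectin into matrix / Amount: 10000 AH1F cells per well / Signal: fluorescence 485/525 nm / Medium: DMEM, 2% serum / Compound: single dose, pinned / Incubation: 1 h cell adhesion before compound, then overnight fibronectin incubation / Reagent: Alexa488-FN, 24 nM final / Read-out: inhibition of fibronectin deposition signal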
PglD inh = inhibitors of Campylobacter jejuni PglD acetyltransferase | inhibition, % at 12.5 µM | actives 0.098% (n = 360,000) | purified PglD enzyme, DTNB colorimetric CoA detection | AID 602405; in the data active = inhibition above about 16%, passing the limit was not always enough; note: strong numbers were not always called active
PGC1a acetyl inh = modulators of PGC1a acetylation; inhibition, % at 15.6 µM; U2OS PGC1a acetylation, AlphaScreen anti-acetyl-lysine; with virally co-expressed GCN5 acetyltransferase; actives 0.17% (n = 350,000); AID 651687;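 active = every replicate shows inhibition of at least 40%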;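 note: 0% = neutral control wells and 100% = positive control wells; some results beyond the cut were filed as inactive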
ERAP1 inh = blocks human ERAP1 aminopeptidase activity | recombinant ERAP1, Leu-AMC fluorescence, 60 min | Q9NZ08 | inhibition, % at 10.7 µM | actives 0.15% (n = 340,000);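 active = mean replicate inhibition of at least 30%, or all replicates individually reaching that 30% level; inactive = mean below 30% and not every replicate reaching it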;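 note: 0% = neutral control wells and 100% = L-leucinethiol positive control wells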
Target sequence (Q9NZ08 whole entry, looked up): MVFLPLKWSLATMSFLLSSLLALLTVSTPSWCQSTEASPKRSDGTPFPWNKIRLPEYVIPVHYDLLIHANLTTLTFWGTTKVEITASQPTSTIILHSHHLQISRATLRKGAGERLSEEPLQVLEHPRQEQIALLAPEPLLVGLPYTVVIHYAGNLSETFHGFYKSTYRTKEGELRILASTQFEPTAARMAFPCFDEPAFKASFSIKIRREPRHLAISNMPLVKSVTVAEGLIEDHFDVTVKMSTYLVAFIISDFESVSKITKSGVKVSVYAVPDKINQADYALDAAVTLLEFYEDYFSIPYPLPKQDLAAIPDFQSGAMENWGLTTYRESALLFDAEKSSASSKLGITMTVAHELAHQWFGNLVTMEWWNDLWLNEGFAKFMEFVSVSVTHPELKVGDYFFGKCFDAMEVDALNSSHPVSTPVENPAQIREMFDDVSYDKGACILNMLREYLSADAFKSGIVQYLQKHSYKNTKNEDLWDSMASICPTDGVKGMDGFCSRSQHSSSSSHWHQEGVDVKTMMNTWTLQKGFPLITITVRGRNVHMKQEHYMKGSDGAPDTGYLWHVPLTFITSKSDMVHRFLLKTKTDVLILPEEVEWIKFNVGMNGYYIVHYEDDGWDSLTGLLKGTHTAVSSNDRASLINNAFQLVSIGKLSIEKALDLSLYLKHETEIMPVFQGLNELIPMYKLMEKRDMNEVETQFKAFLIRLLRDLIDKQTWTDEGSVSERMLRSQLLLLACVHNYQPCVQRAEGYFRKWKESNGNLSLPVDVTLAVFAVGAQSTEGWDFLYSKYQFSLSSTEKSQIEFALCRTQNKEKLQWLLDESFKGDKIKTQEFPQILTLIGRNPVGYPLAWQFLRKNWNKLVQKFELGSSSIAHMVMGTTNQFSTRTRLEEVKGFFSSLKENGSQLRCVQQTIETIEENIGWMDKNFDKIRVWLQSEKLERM
* hit, by the source's call; . = not tested or not shown.

Sample of the layout:
1	Cc1[nH][nH]c(=O)c1[C@@H](c1ccccc1[N+](=O)[O-])C(C#N)C#N
2	COc1ccc2nc(NC(C)=O)sc2c1
3	CCCc1c(NC(=O)Nc2ccc(Cl)cc2Cl)cnn1-c1ccccc1
4	COc1ccc(-c2cn(CC[C@H]3CC[C@H](N)[C@@H](CO)O3)nn2)cc1
5	C/C=C/c1ccc([C@H]2[C@H](CO)N3C(=O)CN(C(=O)Nc4ccc(F)cc4)C[C@@H]23)cc1
assay / entry	1	2	3	4	5
PAX8 reporter	-7	-117	13	-32	-7
LGR2 inh	4	.	-16	3	-2
EWS-Fli inh	9	.	-98	-36	2
S100A4 MyoIIA	7	.	4	1	-3
FN deposit inh	4	-19	-4	10	-10
PglD inh	.	-4	3	0	.
PGC1a acetyl inh	2	-17	12	-3	2
ERAP1 inh	.	.	-2	0	0

The listing, repeating the preview:
1	Cc1[nH][nH]c(=O)c1[C@@H](c1ccccc1[N+](=O)[O-])C(C#N)C#N
2	COc1ccc2nc(NC(C)=O)sc2c1
3	CCCc1c(NC(=O)Nc2ccc(Cl)cc2Cl)cnn1-c1ccccc1
4	COc1ccc(-c2cn(CC[C@H]3CC[C@H](N)[C@@H](CO)O3)nn2)cc1
5	C/C=C/c1ccc([C@H]2[C@H](CO)N3C(=O)CN(C(=O)Nc4ccc(F)cc4)C[C@@H]23)cc1
6	CCc1nnc(NS(=O)(=O)c2ccc(N=Cc3c(C)[nH]n(-c4cccc(Cl)c4)c3=O)cc2)s1
7	CC(C)C[C@H]1CN([C@@H](Cc2ccccc2)CN2CCC[C@H]2CN2C(=O)C(=O)NC[C@@H]2Cc2ccc(O)cc2)C(=O)C(=O)N1CCc1ccccc1
8	O=C(NCCc1ccccc1Cl)[C@@H]1CCCN1C(=O)[C@@H](NS(=O)(=O)c1ccc(F)cc1F)C1CCCCC1
assay / entry	1	2	3	4	5	6	7	8
PAX8 reporter	-7	-117	13	-32	-7	29	9	-38
LGR2 inh	4	.	-16	3	-2	-4	-7	-2
EWS-Fli inh	9	.	-98	-36	2	-1	2	2
S100A4 MyoIIA	7	.	4	1	-3	4	-1	-9
FN deposit inh	4	-19	-4	10	-10	-3	1	-14
PglD inh	.	-4	3	0	.	2	.	.
PGC1a acetyl inh	2	-17	12	-3	2	.	.	.
ERAP1 inh	.	.	-2	0	0	-1	-2	-2

9	CCCCNC(=O)c1onc(CSc2ccccc2F)c1C(=O)O
10	CCN(CC)CC(=O)Nc1ccc(-c2ccc(NC(=O)CN(CC)CC)c(OC)c2)cc1OC
11	C=CCn1c(SCC(=O)NCC2CCCO2)nnc1-c1ccccc1 (stereo unspecified)
12	COC(=O)C[C@@H]1CC[C@@H](NC(=O)C2CCC2)[C@@H](CO)O1
13	O=C(COC(=O)c1cc([N+](=O)[O-])ccc1N1CCOCC1)c1ccc(Br)cc1
14	Cc1ccc(Nc2nc(-c3sc(C)nc3C)cs2)cc1
15	COc1ccccc1CN1[C@@H](CO)[C@@H]2c3ccccc3N(C(=O)c3ccncc3)C[C@@H]21
16	CC(OC(=O)Nc1cccc(Cl)c1)C(=O)OC1CCCCC1 (stereo unspecified)
assay / entry	9	10	11	12	13	14	15	16
PAX8 reporter	-17	11	-5	19	9	-4	16	-88
LGR2 inh	-3	19	-5	6	2	-39	-7	-77
EWS-Fli inh	-3	12	-2	1	13	-20	6	-45
S100A4 MyoIIA	0	0	2	-3	-1	3	-10	-6
FN deposit inh	-6	7	-2	-3	3	14	.	2
PglD inh	-3	.	2	.	-4	6	1	-4
PGC1a acetyl inh	0	-13	.	.	-10	-38	-1	-1
ERAP1 inh	-1	1	3	.	0	-3	-2	0

17	C[C@@H]1CN([C@@H](C)CO)C(=O)c2cc(C3=CCCC3)cnc2O[C@H]1CN(C)C(=O)C1CCC1
18	COCCn1c(=NC(=O)c2ccc3c(c2)OCCO3)sc2cc(S(N)(=O)=O)ccc21
19	C[C@H](CO)N1C[C@H](C)[C@H](CN(C)C)Oc2ccc(NC(=O)CCC(F)(F)F)cc2CC1=O
20	CC(C)c1ccc(NC(=O)C2Cc3c(-c4ccco4)ccnc3O2)cc1 (stereo unspecified)
21	O=C1CCC/C=C/C[C@@H](CC(=O)N(CCO)Cc2ccccc2)C(=O)NC[C@H](c2ccccc2)O1
22	CN1CCN(C(=S)NC(=O)/C=C/c2ccccc2)CC1
23	Nc1nc(N2CCN(c3ccccc3)CC2)n[nH]1
24	O=C(Cn1ncc2c([nH]c3ccccc32)c1=O)NCCc1ccc(Cl)cc1
assay / entry	17	18	19	20	21	22	23	24
PAX8 reporter	.	-22	-12	-10	-2	.	-17	0
LGR2 inh	-4	.	12	5	.	-24	.	3
EWS-Fli inh	-1	45	-7	-18	-11	.	2	4
S100A4 MyoIIA	1	-3	12	6	0	.	4	-4
FN deposit inh	.	-1	.	9	1	0	4	19
PglD inh	-1	.	11	-4	1	5	-4	6
PGC1a acetyl inh	-5	11	0	-5	.	10	6	6
ERAP1 inh	0	0	0	-1	-1	.	7	8

In a second layout: results already given.
#	SMILES	PAX8 reporter	LGR2 inh	EWS-Fli inh	S100A4 MyoIIA	FN deposit inh	PglD inh	PGC1a acetyl inh	ERAP1 inh
1	Cc1[nH][nH]c(=O)c1[C@@H](c1ccccc1[N+](=O)[O-])C(C#N)C#N	-7	4	9	7	4	.	2	.
2	COc1ccc2nc(NC(C)=O)sc2c1	-117	.	.	.	-19	-4	-17	.

The list continues:
25	CCCCSC1=C(C#N)C(c2ccccc2C)CC(=O)N1 (stereo unspecified)
26	CCN(CC)CCN(C(=O)c1ccc2ccccc2c1)c1nc2ccc(F)cc2s1
27	O=C(c1sc2cccc(F)c2c1Cl)N1CCN(c2ncccn2)CC1
28	CCN(CC)C1=CC(=O)OC12CCCCC2
29	CC1(C)SC(=Nc2ccccc2)N(S(=O)(=O)c2ccccc2)C1=O
30	C[C@@H]1CN([C@H](C)CO)C(=O)c2cc(NC(=O)Nc3ccc4c(c3)OCO4)ccc2O[C@H]1CN(C)Cc1ccc2c(c1)OCO2
31	C[N+]1(CC(=O)OCCCc2ccccc2)CCCCC1
32	Cc1noc(C)c1NC(=O)N[C@H]1CC[C@H](CCNC(=O)C2CCCCC2)O[C@H]1CO
assay / entry	25	26	27	28	29	30	31	32
PAX8 reporter	12	-3	13	10	42	14	25	4
LGR2 inh	-23	-7	-12	-4	3	-1	44	-1
EWS-Fli inh	2	-18	.	.	5	1	-11	-10
S100A4 MyoIIA	-1	12	.	-1	-25	-2	-5	9
FN deposit inh	-4	1	2	-3	-9	.	7	3
PglD inh	.	-2	-6	-8	0	-4	-2	2
PGC1a acetyl inh	0	5	.	1	.	-1	14	-3
ERAP1 inh	-1	0	.	2	-2	-1	25	1

33	O=C(C1CC1)N1CCCCN2[C@@H](CO)[C@@H](c3ccc(C#CC4CCCC4)cc3)[C@@H]2C1
34	CN(C)CC(=O)Nc1ccc2c(c1)[C@@H]1C[C@@H](CC(=O)NCc3ccccc3)O[C@H](CO)[C@@H]1O2
35	CCOc1cc2[nH]c(=S)n(Cc3ccc(C(=O)NCCN(CC)CC)cc3)c(=O)c2cc1OCC
36	COc1ccc(NC(=O)CN(C)CC(=O)Nc2cccc(C(F)(F)F)c2)cc1
37	COCCCn1c(=O)c2ccccc2n(CC(=O)N2CCCc3ccccc32)c1=O
38	CC1CC(C)CN(S(=O)(=O)c2ccc3c(c2)CC(C)N3C(=O)C2CC2)C1 (stereo unspecified)
39	CN(C)CC(=O)Nc1ccc2c(c1)[C@H]1C[C@@H](CC(=O)N3CCOCC3)O[C@H](CO)[C@H]1O2
40	CCCC(C(=O)OCC)P(=O)(c1ccccc1)c1ccccc1 (stereo unspecified)
assay / entry	33	34	35	36	37	38	39	40
PAX8 reporter	-4	-9	-33	15	4	-8	-7	.
LGR2 inh	8	-2	-11	6	0	1	2	-3
EWS-Fli inh	-2	4	58*	6	6	5	2	.
S100A4 MyoIIA	-2	-11	-4	3	-4	0	.	-3
FN deposit inh	.	-2	5	-15	2	9	-11	.
PglD inh	-4	5	-6	-4	-3	-2	15	-2
PGC1a acetyl inh	-2	-1	-49	0	9	.	3	8
ERAP1 inh	-4	1	-8	-7	1	0	.	-4

41	COc1ccc(-n2nnnc2SCC(=O)NCc2ccco2)cc1OC
42	CN(CCOc1ccccc1)C(=O)c1cc(S(=O)(=O)N2CCOCC2)c(Cl)cc1Cl
43	COc1ccc(NC(=O)N(C)C[C@H]2Oc3ccc(NC(=O)Nc4c(C)noc4C)cc3C(=O)N([C@@H](C)CO)C[C@H]2C)cc1
44	Cc1ccccc1-n1c(SCC(=O)NC2CCS(=O)(=O)C2)nc2ccccc2c1=O (stereo unspecified)
45	O=C(COC(=O)c1ccc(O)cc1O)Nc1cccc2ccccc12
46	CC(C)(C)NC(=O)C1CC1(c1ccccc1)c1ccccc1 (stereo unspecified)
47	Cc1[nH]c2ccccc2c1/C=C/c1nc2ccccc2c(=O)[nH]1
48	O=C(Cc1ccccc1[N+](=O)[O-])NCc1ccco1
assay / entry	41	42	43	44	45	46	47	48
PAX8 reporter	.	2	-26	-5	-9	15	-101	11
LGR2 inh	-4	1	-7	-6	-8	0	-52	7
EWS-Fli inh	11	3	-5	-1	8	-1	-70	5
S100A4 MyoIIA	-1	-5	.	10	1	-4	-3	-11
FN deposit inh	.	0	.	-3	-5	2	-2	7
PglD inh	.	8	-1	4	2	-4	-1	.
PGC1a acetyl inh	.	-2	3	9	3	6	12	.
ERAP1 inh	4	3	.	-1	0	-1	-4	1

49	Cn1c(-c2ccc(F)cc2)cc2onc(-c3ccccc3Cl)c2c1=O
50	CC(=O)N1c2ccc(S(=O)(=O)N3CCC(C(=O)N4CCCCC4)CC3)cc2CC1C (stereo unspecified)
51	Cc1c(C)n(C)c2ccc(C(=O)NCCN3CCOCC3)cc12
52	Cc1ccc(C2=NC3(CCCC3)NC2=S)cc1
53	Cc1cc(C(=O)Nc2cccc3c2O[C@@H](CN(C)C(=O)Nc2ccc(F)cc2)[C@H](C)CN([C@H](C)CO)C3=O)n(C)n1
54	NS(=O)(=O)c1ccc(CNC(=O)c2cc(S(=O)(=O)N3CCOCC3)c(Cl)cc2Cl)cc1
55	CCn1ncc(-c2ccnc3cc(C(=O)O)nn23)c1C
56	Cc1cccc(OCCNC(=S)NC(=O)c2cncc(Br)c2)c1
assay / entry	49	50	51	52	53	54	55	56
PAX8 reporter	-166	16	16	-48	3	0	-9	-13
LGR2 inh	-73	18	-2	-23	-3	-9	10	1
EWS-Fli inh	-182	3	.	-42	2	0	2	1
S100A4 MyoIIA	0	3	-12	-2	-14	-6	-1	-3
FN deposit inh	-4	10	2	9	.	.	7	-2
PglD inh	-1	-1	-2	-3	2	2	.	-2
PGC1a acetyl inh	-9	6	.	2	4	.	8	-6
ERAP1 inh	-1	4	-2	3	-1	-1	6	0

57	CCOc1ccc(NC(=O)CN(C)C(=O)c2cc(-c3ccco3)nc3ccccc23)cc1OCC
58	O=C(CCS(=O)(=O)Cc1ccccc1)N1CCN(Cc2ccccc2)CC1
59	CO[C@H]1CN(C)C(=O)c2ccc(NC(C)=O)cc2OC[C@H](C)N(C(=O)C2CCC2)C[C@@H]1C
60	CCN(CC(=O)Nc1c(F)cccc1F)C(=O)Cc1c[nH]c2ccccc12
61	CCOCCCN(C)C1CCN(C(=O)c2oc3ccccc3c2NC(=O)Cc2ccc([N+](=O)[O-])cc2)CC1
assay / entry	57	58	59	60	61
PAX8 reporter	6	.	.	9	16
LGR2 inh	-17	10	-4	-3	3
EWS-Fli inh	5	-15	.	11	4
S100A4 MyoIIA	-2	0	0	-11	-1
FN deposit inh	-6	.	-18	-5	-17
PglD inh	-3	.	.	-2	5
PGC1a acetyl inh	-5	4	1	-7	7
ERAP1 inh	0	0	-1	3	0
